Source: PubChem
PI5P4Ka inh – blocks human PI5P4K alpha kinase activity; PI5P4Kalpha enzyme, ADP-Glo luminescence, 60 min; active compounds read low; max response, %; 1.2% of 330,000 active; active means max response of -50% or lower; inconclusive means between -30% and -50%; inactive means -30% or higher; further: value at the top dose of about 77 µM; on the % scale 0 is the no-effect control and ±100 the full control effect
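Quantitative HTS of the MLSMR library against PI5P4Kalpha with substrate. ATP added last at 5 microM final; room temperature, 60 minutes. Remaining ATP depleted, ADP converted and read as luminescence.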
PLK1 PBD inh – blocks phosphopeptide binding to human PLK1 polo-box domain. P53350. Plk1 PBD binding of FITC phosphopeptide, fluorescence polarization. Potency, µM, for the others: max response, negative = inhibition, usual class: inhibitors. 2.8% of 360,000 active; further: potency means the concentration at half of the fitted maximal effect; series mostly up to about 57 µM; on the % scale 0 is the no-effect control and ±100 the full control effect; nearly all actives have a fitted effect of over 65% in size
IL-2 act – IL-2 activation. 0.065% of 360,000 active. IL-2 activation reporter assay, cell-based qHTS; stimulated with anti-CD3/CD4/CD28 beads; in transgenic mouse T cells. activation, % (series mostly up to about 46 µM); in the data active means activation above about 50%; inconclusive means mostly about 30% to 49%; further: 0% is about no effect
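Unstimulated transgenic mouse T cells, 750 per well, received compound and, after 60 minutes, anti-CD3/anti-CD4 bead plus anti-CD28 stimulation. EGFP and DsRed were quantified after 18 hours.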
D3 antag – antagonists of human D3 dopamine receptor; P35462; D3R cells, DiscoveRx beta-arrestin luminescence, antagonist mode; active compounds read low; max response, negative = inhibition, %; 2.5% of 360,000 active; AID 652054; in the data active means max response below about -50%; inconclusive means no clear call, values can overlap the other calls; further: on the % scale 0 is the no-effect control and ±100 the full control effect; mostly tested at two doses, the higher about 12 µM
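Cells expressing the human receptor were seeded at 1500 cells/well, incubated overnight at 37 degrees C in 5% CO2, then exposed to library compounds with dopamine controls for 90 minutes at 37 degrees C before luminescent detection.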
GLP1R inv ag – GLP-1 receptor (human) inverse agonism; P43220; HEK293 GLP-1R CRE-luciferase, luminescence, 24 h; GLP-1R form is constitutively active; Potency, µM (series often up to 38.3 µM), without a hit: top-dose activity change, negative = inhibition, actives largely listed as inhibitors; 1.6% of 410,000 active; AID 624417; further: potency means the concentration at half of the fitted maximal effect; on the % scale 0 is the no-effect control and ±100 the full control effect; nearly all actives have a fitted effect of over 55% in size
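Cells are plated, allowed 12 hours at 37 deg C, then treated with compounds for 24 hr before luciferase detection reagent is added and luminescence is read after 12 min at room temperature. The HEK293 line carries constitutively active GLP-1R with a cAMP-responsive reporter.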
GLP-1R agonist – agonists of human GLP-1 receptor; P43220; HEK293 GLP-1R CRE-luciferase, luminescence, 4-6 h; cells express a hypersensitive GLP-1R form; Potency, µM (top dose mostly 45.6 µM), for inactives: at the top dose activation, usual class: activators; 0.007% of 380,000 active; AID 624172; further: potency means the concentration at half of the fitted maximal effect; % of control where 0% means no effect
D3 ag – activates the human D3 dopamine receptor; max activation, %; AID 652048; D3R DiscoveRx beta-arrestin cells, luminescence, 90 min; 0.58% of 410,000 active; in the data active means max activation above about 30%; further: 0% is about no effect; mostly tested at two doses, the higher about 12 µM
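Agonist-mode cell screen: cells plated at 1500/well and incubated overnight at 37 °C, then exposed to library compounds for 90 min at 37 °C. Detection reagent was added for 30–60 min at room temperature, and luminescence was read.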
GLP1R cytotox – cytotoxicity in counter-screen for GLP-1R inverse agonists. HEK293 cAMP-luciferase reporter cells, luminescence, 24 h. Potency, µM (top dose mostly 38.3 µM), for the others: top-dose activity change, negative = inhibition, most hits filed as inhibitors. 0.13% of 410,000 active. AID 624418;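 further: loss of luciferase light is scored as toxicity; potency means the concentration at half of the fitted maximal effect; on the % scale 0 is the no-effect control and ±100 the full control effect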
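Quantitative HTS format, 1536 wells, 200 cells/uL seeded. Compounds: 23 nL, 24 h, 37 °C. Detection: luciferase reagent, luminescence at 12 min RT; decreased signal taken as cytotoxic.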
WRN inhibitor – WRN helicase (human) inhibition. Q14191. Potency, µM (highest dose often 114 µM), for inactives: at the highest dose activity change, negative = inhibition, hits mostly inhibitors. WRN helicase unwinding, fluorescent forked duplex, kinetic. AID 651768. 0.46% of 360,000 active; further: potency means the concentration at half of the fitted maximal effect; on the % scale 0 is the no-effect control and ±100 the full control effect; nearly all actives have a fitted effect of over 55% in size
Target sequence (Q14191 whole entry, looked up): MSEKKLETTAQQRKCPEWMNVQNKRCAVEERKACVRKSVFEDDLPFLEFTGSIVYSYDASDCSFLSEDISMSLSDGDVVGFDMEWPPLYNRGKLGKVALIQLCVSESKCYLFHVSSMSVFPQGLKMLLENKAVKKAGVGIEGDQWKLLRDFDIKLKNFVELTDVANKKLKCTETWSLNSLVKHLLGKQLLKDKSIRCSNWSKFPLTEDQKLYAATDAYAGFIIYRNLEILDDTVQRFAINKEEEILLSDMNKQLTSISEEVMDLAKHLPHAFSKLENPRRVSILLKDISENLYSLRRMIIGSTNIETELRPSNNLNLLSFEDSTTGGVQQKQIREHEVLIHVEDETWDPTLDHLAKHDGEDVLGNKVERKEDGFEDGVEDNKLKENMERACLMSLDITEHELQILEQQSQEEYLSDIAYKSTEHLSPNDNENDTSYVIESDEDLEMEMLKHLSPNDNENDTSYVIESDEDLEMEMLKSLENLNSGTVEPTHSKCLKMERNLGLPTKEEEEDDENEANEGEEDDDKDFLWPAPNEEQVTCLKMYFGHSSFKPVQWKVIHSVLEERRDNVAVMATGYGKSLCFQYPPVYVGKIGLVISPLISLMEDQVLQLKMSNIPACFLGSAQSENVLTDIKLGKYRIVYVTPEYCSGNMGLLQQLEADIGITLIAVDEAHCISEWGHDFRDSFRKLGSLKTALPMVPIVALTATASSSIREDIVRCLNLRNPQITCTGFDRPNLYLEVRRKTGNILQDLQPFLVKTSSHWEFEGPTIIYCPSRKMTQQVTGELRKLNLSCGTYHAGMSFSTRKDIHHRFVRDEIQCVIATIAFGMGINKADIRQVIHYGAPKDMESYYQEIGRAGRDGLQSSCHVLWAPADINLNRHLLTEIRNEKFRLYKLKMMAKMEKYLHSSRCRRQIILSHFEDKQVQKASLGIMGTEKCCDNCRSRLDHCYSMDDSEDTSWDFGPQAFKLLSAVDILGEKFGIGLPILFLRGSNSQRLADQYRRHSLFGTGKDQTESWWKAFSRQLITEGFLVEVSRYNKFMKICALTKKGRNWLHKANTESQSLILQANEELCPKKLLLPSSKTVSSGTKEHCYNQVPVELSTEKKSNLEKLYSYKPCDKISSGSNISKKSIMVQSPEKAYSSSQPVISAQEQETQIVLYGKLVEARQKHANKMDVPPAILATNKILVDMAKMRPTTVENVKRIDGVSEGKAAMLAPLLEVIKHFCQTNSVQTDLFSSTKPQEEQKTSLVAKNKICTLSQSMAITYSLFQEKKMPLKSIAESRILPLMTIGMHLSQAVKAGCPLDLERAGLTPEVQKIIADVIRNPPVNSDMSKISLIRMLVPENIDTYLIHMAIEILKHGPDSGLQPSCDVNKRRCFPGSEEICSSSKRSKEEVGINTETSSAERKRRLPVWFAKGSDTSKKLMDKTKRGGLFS
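WRN at 20 nM final preincubated with compound 15 min at room temperature; reaction started with 100 nM fluorophore/quencher forked duplex oligonucleotide and 2 mM ATP final. Unwinding followed kinetically by red fluorescence (ex 525, em 598 nm).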
Starred values were filed as active, the others as inactive; & = joins results of further samples; [ ] = another dose, or the depositor's remark. Unless noted, the call rests on the fitted dose curve; in most records, active means well fitted curve in the direction sought with a large enough effect; inconclusive means small, poorly fitted or top-dose-only effect, or another doubt; inactive means no such curve, though single readings can be large; an effect the other way counts as inactive or inconclusive.

Results for CCN1CCN(C(=O)N[C@@H](C(=O)N[C@@H]2C(=O)N3C(C(=O)O)=C(CSc4nnnn4C)CS[C@H]23)c2ccc(O)cc2)C(=O)C1=O ?
PI5P4Ka inh: -4; PLK1 PBD inh: -13%; IL-2 act: 1.2; D3 antag: -28; GLP1R inv ag: 2%; GLP-1R agonist: -3%; D3 ag: -8&7; GLP1R cytotox: 0%; WRN inhibitor: 4%

What do the screens show for `CCNC(=O)C1(C)CCCN1C(=O)c1c(F)cccc1F` (stereo not drawn)?
PI5P4Ka inh: -3; PLK1 PBD inh: -3%; IL-2 act: 1.6; D3 antag: -25; GLP1R inv ag: 9%; GLP-1R agonist: -5%; D3 ag: -8; GLP1R cytotox: 3%; WRN inhibitor: 2%

Results for CC(C)(C)c1ccc(-c2nc(C#N)c(NCCCn3ccnc3)o2)cc1 ?
PI5P4Ka inh: 22; PLK1 PBD inh: -2%; IL-2 act: -1.8; D3 antag: 3; GLP1R inv ag: -68%; GLP-1R agonist: 19%; D3 ag: -16; GLP1R cytotox: -21%; WRN inhibitor: -11%

How did CC(=O)Oc1ccccc1C(=O)Oc1ccc(/C=N/n2cnnc2)cc1 do in these assays?
PLK1 PBD inh: -19%; IL-2 act: -2.3; D3 antag: -30; GLP1R inv ag: -5%; GLP-1R agonist: -14%; D3 ag: -11; GLP1R cytotox: -20%; WRN inhibitor: 45%[activator]

How did Cc1cc2nnc(SCC(=O)NCc3ccco3)n2c2ccccc12 do in these assays?
PI5P4Ka inh: 5; PLK1 PBD inh: 3%; IL-2 act: -0.9; D3 antag: -2; GLP1R inv ag: -21%; GLP-1R agonist: -4%; D3 ag: 4; GLP1R cytotox: -2%; WRN inhibitor: -10%

What do the screens show for `O=C(NCCCn1ccnc1)c1ccc(NS(=O)(=O)c2ccc(Cl)c(Cl)c2)cc1`?
PI5P4Ka inh: -10; PLK1 PBD inh: -1%; IL-2 act: -2.6; D3 antag: -6; GLP1R inv ag: -7%; GLP-1R agonist: 0%; D3 ag: -12; GLP1R cytotox: -3%; WRN inhibitor: -1%

What do the screens show for `O=C1CS/C(=N\N=C\c2ccco2)N1c1ccccc1`?
PI5P4Ka inh: inconclusive; PLK1 PBD inh: -30%; IL-2 act: 0.3; D3 antag: 2; GLP1R inv ag: 29%; GLP-1R agonist: 16%; D3 ag: 0; GLP1R cytotox: -2%; WRN inhibitor: -9%[11.6 µM]

How did COc1ccc(CCC(=O)Nc2nc3c(s2)CN(C)CC3)cc1OC do in these assays?
PI5P4Ka inh: -11; PLK1 PBD inh: -6%; IL-2 act: -3.1; D3 antag: -14; GLP1R inv ag: -2%; GLP-1R agonist: -9%; D3 ag: -6; GLP1R cytotox: 1%; WRN inhibitor: -1%

How did COC(=O)c1ccc(C(=O)N2CCCCCC2(C)C(=O)NC(C)C)cc1 (stereo not drawn) do in these assays?
PI5P4Ka inh: -1; PLK1 PBD inh: -1%; IL-2 act: 0.4; D3 antag: -2; GLP1R inv ag: 23%; GLP-1R agonist: -7%; D3 ag: -7; GLP1R cytotox: -1%; WRN inhibitor: -4%

What do the screens show for `COc1ccc(OC)c(/C=N\NC(=O)c2cc3c(ccc4ccccc43)o2)c1`?
PI5P4Ka inh: -4; PLK1 PBD inh: -2%; IL-2 act: -3.9; D3 antag: 22; GLP1R inv ag: 9%; GLP-1R agonist: -5%; D3 ag: -11; GLP1R cytotox: 14%; WRN inhibitor: 13%

What do the screens show for `Cc1cccc(OCC(=O)N/N=C\c2cn(C)c3ccccc23)c1`?
PI5P4Ka inh: 7; PLK1 PBD inh: -1%; IL-2 act: 0.1; D3 antag: 2; GLP1R inv ag: -10%; GLP-1R agonist: 20%; D3 ag: 11; GLP1R cytotox: 8%; WRN inhibitor: 10%

How did O=C(c1cccc(S(=O)(=O)NCCOc2ccccc2)c1)N1CCN(c2ncccn2)CC1 do in these assays?
PLK1 PBD inh: -1%; IL-2 act: -2.7; D3 antag: 21; GLP1R inv ag: 1%; GLP-1R agonist: -1%; D3 ag: 6; GLP1R cytotox: -9%; WRN inhibitor: -3%

What do the screens show for `CSc1ncnc2c1cnn2-c1ccc(C)cc1C`?
PI5P4Ka inh: -4; PLK1 PBD inh: 9%; IL-2 act: -1.0; D3 antag: 15; GLP1R inv ag: 2%[7.66 µM]; GLP-1R agonist: 3%; D3 ag: 3; GLP1R cytotox: -1%[7.66 µM]; WRN inhibitor: 8%

What do the screens show for `NC1=NC(c2ccc(Br)cc2)n2c(nc3ccccc32)N1` (stereo not drawn)?
PI5P4Ka inh: -2; PLK1 PBD inh: 0%&-1%; IL-2 act: -0.2&1.0; D3 antag: 5&9; GLP1R inv ag: -5%&-2%; GLP-1R agonist: 14%&5%; D3 ag: 3&-5; GLP1R cytotox: -3%&4%; WRN inhibitor: 6%&-13%

What do the screens show for `CC(C)[C@H](NC(=O)C1CC(=O)N(c2ccc3c(c2)OCCO3)C1)C(=O)NC1CCCC1` (stereo partly drawn)?
PI5P4Ka inh: 1; PLK1 PBD inh: 0%; IL-2 act: -1.5; D3 antag: 3; GLP1R inv ag: -7%; GLP-1R agonist: -5%; D3 ag: 3; GLP1R cytotox: -1%; WRN inhibitor: 2%

What do the screens show for `COc1cc(NC(=O)COc2ccc3c(C)cc(=O)oc3c2C)cc(OC)c1OC`?
PI5P4Ka inh: -6; PLK1 PBD inh: -9%; IL-2 act: -5.0; D3 antag: 3; GLP1R inv ag: 20%; GLP-1R agonist: -4%; D3 ag: 3; GLP1R cytotox: 2%; WRN inhibitor: -1%

How did O=C(c1ccco1)N1N=C(c2ccc(Cl)cc2)CC1(O)C(F)(F)F (stereo not drawn) do in these assays?
PI5P4Ka inh: -4; PLK1 PBD inh: 0%; IL-2 act: -0.3; D3 antag: 9; GLP1R inv ag: inconclusive; GLP-1R agonist: 24%; D3 ag: 4; GLP1R cytotox: -22%; WRN inhibitor: 0%

Results for CC(/C=C/c1ccccc1)=N\NC(=O)Cn1cncn1 ?
PI5P4Ka inh: -4; PLK1 PBD inh: 2%; IL-2 act: 0.6; D3 antag: 6; GLP1R inv ag: 16%; GLP-1R agonist: 4%; D3 ag: 7; GLP1R cytotox: 3%; WRN inhibitor: 7%

Results for OCCC1CN(CC2CCCCC2)CCN1C1CCCC1 (stereo not drawn) ?
PI5P4Ka inh: -3; PLK1 PBD inh: -6%; IL-2 act: 1.7; D3 antag: inconclusive; GLP1R inv ag: -11%; GLP-1R agonist: -1%; D3 ag: -27; GLP1R cytotox: 4%; WRN inhibitor: 4%

What do the screens show for `CCCN1C(=S)c2ccccc2C1c1ccccc1` (stereo not drawn)?
PI5P4Ka inh: 3; PLK1 PBD inh: -16%; IL-2 act: -2.1; D3 antag: 2; GLP1R inv ag: inconclusive; GLP-1R agonist: 1%; D3 ag: -2; GLP1R cytotox: -2%; WRN inhibitor: 0%

Ordered by heavy-atom count (rising): some entries from above
What do the screens show for `CSc1ncnc2c1cnn2-c1ccc(C)cc1C`?
PI5P4Ka inh: -4; PLK1 PBD inh: 9%; IL-2 act: -1.0; D3 antag: 15; GLP1R inv ag: 2%[7.66 µM]; GLP-1R agonist: 3%; D3 ag: 3; GLP1R cytotox: -1%[7.66 µM]; WRN inhibitor: 8%

Results for OCCC1CN(CC2CCCCC2)CCN1C1CCCC1 (stereo not drawn) ?
PI5P4Ka inh: -3; PLK1 PBD inh: -6%; IL-2 act: 1.7; D3 antag: inconclusive; GLP1R inv ag: -11%; GLP-1R agonist: -1%; D3 ag: -27; GLP1R cytotox: 4%; WRN inhibitor: 4%

What do the screens show for `COc1cc(NC(=O)COc2ccc3c(C)cc(=O)oc3c2C)cc(OC)c1OC`?
PI5P4Ka inh: -6; PLK1 PBD inh: -9%; IL-2 act: -5.0; D3 antag: 3; GLP1R inv ag: 20%; GLP-1R agonist: -4%; D3 ag: 3; GLP1R cytotox: 2%; WRN inhibitor: -1%

(further entries)
How did Nc1ccn(C2OC(CCl)C(O)C2O)c(=O)n1 (stereo not drawn) do in these assays?
PI5P4Ka inh: 11; PLK1 PBD inh: -2%; IL-2 act: -3.0; D3 antag: 18; GLP1R inv ag: -5%; GLP-1R agonist: 6%; D3 ag: 2; GLP1R cytotox: -25%; WRN inhibitor: -9%

What do the screens show for `Cc1ccc(S(=O)(=O)N(c2nc(N(C)C)nc(N(C)C)n2)n2cnnc2)cc1`?
PLK1 PBD inh: -7%; IL-2 act: -2.2; D3 antag: -18; GLP1R inv ag: 3%; GLP-1R agonist: 3%; D3 ag: -9; GLP1R cytotox: -13%; WRN inhibitor: -1%

Results for COc1ccccc1NC(=O)c1ccc(S(=O)(=O)N2CCOCC2)cc1 ?
PI5P4Ka inh: -2; PLK1 PBD inh: -6%; IL-2 act: -2.2; D3 antag: -7; GLP1R inv ag: 0%; GLP-1R agonist: -8%; D3 ag: -5; GLP1R cytotox: -16%; WRN inhibitor: 10%

How did COc1ccc(C)cc1NC(=S)N1CCN(c2ncccn2)CC1 do in these assays?
PI5P4Ka inh: -8; PLK1 PBD inh: -23%; IL-2 act: 1.6; D3 antag: -18; GLP1R inv ag: 5%; GLP-1R agonist: 4%; D3 ag: 0; GLP1R cytotox: 3%; WRN inhibitor: 9%

How did COc1cccc(NC(=O)N(C)C[C@H]2Oc3cc(C#Cc4ccncc4)ccc3S(=O)(=O)N([C@H](C)CO)C[C@H]2C)c1 do in these assays?
PI5P4Ka inh: -5; PLK1 PBD inh: -5%; IL-2 act: 6.2; D3 antag: 9; GLP1R inv ag: inconclusive; GLP-1R agonist: 9%; D3 ag: 0; GLP1R cytotox: -3%; WRN inhibitor: -1%

What do the screens show for `O=c1c([N+](=O)[O-])c(NC2CCCCC2)c2ccccc2n1-c1ccccc1`?
PLK1 PBD inh: -1%; IL-2 act: -1.3; D3 antag: -19; GLP1R inv ag: 3%; GLP-1R agonist: 4%; D3 ag: -5; GLP1R cytotox: -2%; WRN inhibitor: -13%

What do the screens show for `O=C(CCC(=O)c1ccc(Cl)cc1)OCc1nc2ccsc2c(=O)[nH]1`?
PI5P4Ka inh: -7; PLK1 PBD inh: 5%; IL-2 act: -1.5; D3 antag: 9; GLP1R inv ag: 6%; GLP-1R agonist: 1%; D3 ag: 2; GLP1R cytotox: -10%; WRN inhibitor: -1%
